# EP2 mod: modulates human prostaglandin E2 receptor EP2 signaling; P43116; EP2-expressing cells, cAMP HTRF FRET, PGE2 co-stimulation; induction, % at 25 µM; hit rate 0.83% among 260,000; AID 940;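 active means compounds whose cAMP rise, as percent of the full-agonist control response, exceeds 60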;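 further: rat C6 glioma line stably carrying human EP2 under a CMV promoter; the protocol text gives 20 µM as final concentration; 100% = response of wells given 1 µM PGE2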
# TRPML3 ag: activates the human TRPML3 channel; HEK293 TRPML3-YFP, Fluo-8 calcium fluorescence; 100% = the carbachol control signal; activation, % at 3 µM; Q8TDD5; hit rate 0.29% among 220,000; AID 1448;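 active means activation above its plate's cutoff, the mean activation of the plate's test wells plus 3 SD, cut at about 12% in these data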;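 further: 0% = DMSO only wells and 100% = carbachol wells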
#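 Test system: HEK293 cells stably carrying human TRPML3-YFP; Doses: single dose, 3 µM final nominal compound, 0.3% DMSO final; Schedule: dye loading 1 h 37 °C then 30 min ambient, 125 s read; Technique: Fluo-8 calcium fluorescence; Benchmarks: high control carbachol 87 µM, low control DMSO.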
# S1P4 ag: human S1P4 receptor agonism; S1P4-expressing cell line, agonist reporter assay; activation, % at 4.98 µM; hit rate 0.35% among 220,000; in the data active means activation above about 11%;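 further: 0% = DMSO vehicle and 100% = reference agonist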
# Ba/F3 V617F tox: reduce viability of Ba/F3 cells dependent on JAK2V617F. AID 1446. inhibition, % at 5.6 µM. Ba/F3 EpoR-JAK2V617F viability, ATP luminescence. hit rate 1.1% among 220,000;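 active means inhibition above the campaign mean plus 3 SD over all tested compounds, cut at about 24% in these data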;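 further: cytokine-independent growth of Ba/F3 cells driven by EpoR plus mutant JAK2; 0% = DMSO-treated cells and 100% = JAK inhibitor I control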
# BaF3 tox: reduces parental Ba/F3 cell viability, JAK2V617F counter-screen. CellTiter-Glo ATP luminescence. inhibition, % at 5.6 µM. hit rate 1.1% among 220,000. AID 1486;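 active means inhibition above a per-campaign cutoff, the mean inhibition of all tested compounds plus 3 SD, cut at about 27% in these data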;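 further: 0% = DMSO wells and 100% = JAK Inhibitor I control wells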
# zfTRPN1 agonist: zebrafish TRPN1 (NompC) channel agonism | HEK293 zebrafish TRPN1-YFP, Fluo-8 calcium fluorescence; 100% = response to 87 µM carbachol | AID 1424 | hit rate 0.18% among 220,000 | activation, % at 3 µM;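 active means activation above its plate's cutoff, the mean activation of test wells on that plate plus 3 SD, cut at about 19% in these data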;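 further: 0% = DMSO alone and 100% = 87 µM carbachol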
#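 Material – zebrafish TRPN1-YFP in HEK293 cells · Doses – 3 µM single point · Schedule – dye 1 h 37 °C plus 30 min RT · Signal – Fluo-8 calcium fluorescence, excitation 470-495 nm, emission 515-575 nm · Read-out – % activation versus carbachol response · Control set – carbachol high, DMSO low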
# Calpain2 inh: inhibitors of pig calpain II. hit rate 0.37% among 220,000. inhibition, % at 16 µM. AID 1236. purified calpain II, fluorogenic peptide substrate, 30 min;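 active means inhibition above about 50%, limit read from the data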
# PERK inhibitor: blocks human PERK kinase | inhibition, % at 5.6 µM | AID 1416 | CHO PERK-DD fusion, SEAP luminescence translation reporter | Q9NZJ5 | hit rate 0.17% among 220,000;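 active means inhibition above the mean inhibition of all tested compounds plus 3 SD, set separately per screening campaign, cut at about 2.9% in these data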;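 further: PERK kinase domain activated by AP20187 dimerizer at 100 nM; 0% = DMSO with dimerizer and 100% = rapamycin at 8.4 µM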
# Target sequence (Q9NZJ5 whole entry, looked up, the tested form may be a part): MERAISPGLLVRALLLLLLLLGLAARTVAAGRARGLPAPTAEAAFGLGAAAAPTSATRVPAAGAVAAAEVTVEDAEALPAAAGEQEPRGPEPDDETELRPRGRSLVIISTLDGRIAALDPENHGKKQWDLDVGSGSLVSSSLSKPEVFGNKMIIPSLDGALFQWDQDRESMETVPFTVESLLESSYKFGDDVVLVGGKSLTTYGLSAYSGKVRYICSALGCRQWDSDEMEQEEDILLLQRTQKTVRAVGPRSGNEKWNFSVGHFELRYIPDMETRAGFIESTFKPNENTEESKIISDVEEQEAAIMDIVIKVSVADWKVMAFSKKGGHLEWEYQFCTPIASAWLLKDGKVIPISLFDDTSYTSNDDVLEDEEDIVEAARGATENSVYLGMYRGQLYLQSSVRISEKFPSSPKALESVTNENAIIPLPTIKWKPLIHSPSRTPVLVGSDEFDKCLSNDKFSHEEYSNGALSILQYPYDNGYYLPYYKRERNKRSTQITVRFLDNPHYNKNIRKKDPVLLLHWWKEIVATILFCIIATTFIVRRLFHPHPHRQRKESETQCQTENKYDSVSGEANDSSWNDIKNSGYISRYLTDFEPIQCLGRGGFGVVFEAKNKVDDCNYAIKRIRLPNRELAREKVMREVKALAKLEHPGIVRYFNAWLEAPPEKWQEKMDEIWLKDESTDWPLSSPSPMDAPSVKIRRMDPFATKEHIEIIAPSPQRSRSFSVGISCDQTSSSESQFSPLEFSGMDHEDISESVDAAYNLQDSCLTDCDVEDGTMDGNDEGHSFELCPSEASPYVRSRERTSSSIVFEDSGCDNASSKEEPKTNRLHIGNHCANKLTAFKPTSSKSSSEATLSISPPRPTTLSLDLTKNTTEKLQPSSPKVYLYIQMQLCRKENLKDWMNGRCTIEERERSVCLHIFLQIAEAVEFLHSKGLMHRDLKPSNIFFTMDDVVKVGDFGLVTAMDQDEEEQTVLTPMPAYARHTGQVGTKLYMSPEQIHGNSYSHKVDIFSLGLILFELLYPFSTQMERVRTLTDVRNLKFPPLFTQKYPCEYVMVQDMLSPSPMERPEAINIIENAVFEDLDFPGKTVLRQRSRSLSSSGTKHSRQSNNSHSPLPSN
# S1P4 antag: antagonists of human S1P4 receptor. hit rate 0.26% among 220,000. AID 1510. S1P4-expressing cells, antagonist mode, reporter read-out. inhibition, % at 4.98 µM. O95977; in the data active means inhibition above about 29%;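 further: 0% = wells stimulated with agonist and 100% = vehicle wells without agonist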
# The depositor's hits bear a star; x = no result given; & = joins results of further samples.
SMILES,EP2 mod,TRPML3 ag,S1P4 ag,Ba/F3 V617F tox,BaF3 tox,zfTRPN1 agonist,Calpain2 inh,PERK inhibitor,S1P4 antag
CCOc1cccc(C2c3c(oc4cc(C)c(C)cc4c3=O)C(=O)N2CCCN(C)C)c1 (centres undefined),1.6,0.0,2.6,-4.0,3.5,0.6,5.6,-1.4,-2.8
Cc1ccc(N2C(=O)c3cccc4c(N5CCN(C)CC5)ccc(c34)C2=O)c2cccnc12,5.3,5.1,2.2,1.3,3.1,4.5,-74.0,-0.7,-20.9
COc1ccc(OC/C(O)=C(\C#N)c2nc3ccccc3[nH]2)cc1,-46.5,3.6,0.4,-0.6,4.5,1.6,29.6,-0.1,-0.8
COc1ccc(-n2nnc3c(SCC(=O)c4ccccc4)ncnc32)cc1,24.1,0.7,0.8,2.9,3.2,0.9,-36.7,2.3,-6.6
Cc1cn(C(=O)c2cccc(Br)c2)c(C)n1,31.9,0.5,1.8,-1.9,6.1,0.1,-1.1,1.1,-17.5
O=C(CSc1nc2ccsc2c(=O)n1-c1ccccc1)N1CCCC1,-6.2,-0.4,-1.5,-1.8,-7.0,-0.1,-9.3,-0.3,-0.5
CCCCCCCCCCS(=O)(=O)N/N=C/c1ccc(O)cc1,10.0,0.2,2.2,-4.1,-4.6,0.3,8.1,0.1,4.6
COc1ccc(C(=O)C[n+]2ccc(N(C)C)cc2)cc1,27.5,0.9,1.0,66.7*,59.2*,1.3,-16.9,0.6,2.1
COC(=O)c1sccc1NC(=O)CSc1ccccc1NS(=O)(=O)c1ccccc1Cl,20.1,0.6,1.9,-0.7,-0.6,-1.9,-18.3,-0.2,-10.9
CCN1CCCC1CNC(=O)c1cc(OC)c(OC)c(OC)c1 (centres undefined),5.5,0.8,2.4,2.3,1.6,-0.6,12.9,-0.3,8.4
Cc1cc(C)cc(NC(=O)N2CCCCCCC2)c1,-19.9,0.8,5.2,5.3,7.0,0.4,19.5,0.2,-2.0
CC1CN(CCC(=O)Nc2ccc3c(c2)CCC3)CC(C)O1 (centres undefined),12.2,0.7,-0.7,-3.2,4.0,0.0,-26.9,-0.3,-8.6
CC(=O)c1ccc(S(=O)(=O)N2CCN(c3ccccc3F)CC2)cc1,-95.7,0.9,-1.1,-4.1,4.3,1.7,20.0,0.1,3.2
O=C(C1=NN[C@@H]2C(=O)N(c3cccc(C(F)(F)F)c3)C(=O)[C@H]12)c1cnccn1,29.7,0.7,0.1,-3.6,-0.1,0.2,3.5,0.8,-10.4
COc1ccc(C/C(N)=N/n2cnnc2)cc1,17.4,0.7,0.1,-0.4,0.0,-1.5,-9.3,0.3,-8.6
CCOC(=O)c1sc(N)c(C#N)c1CSc1nc2ccc(C)cc2[nH]1,15.9,-0.7,2.8,-0.3,1.1,-1.4,-23.9,-0.8,-5.4
COc1ccc(OC)c(-n2nnnc2SCC(=O)Nc2ccccc2N2CCOCC2)c1,4.2,0.4,1.5,-0.9,3.7,0.2,10.9,0.9,-1.8
Cn1c(=O)c2c(ncn2CC(=O)N/N=C/C(Cl)=C/c2ccccc2)n(C)c1=O,-49.0,0.1,0.5,-1.7,5.0,1.5,-5.8,1.3,-0.7
Cc1ccc(NC(=O)COC(=O)C2CC2)c(Br)c1,11.9,0.6,-0.1,0.3,7.9,-0.2,21.6,0.1,-17.1
C=CCn1c(=S)[nH]c2ccccc2c1=O,4.6,-0.2,1.3,-0.7,4.3,0.3,3.7,1.1,9.9

# Single records (already shown). Order of screens: EP2 mod	TRPML3 ag	S1P4 ag	Ba/F3 V617F tox	BaF3 tox	zfTRPN1 agonist	Calpain2 inh	PERK inhibitor	S1P4 antag
# CC1CN(CCC(=O)Nc2ccc3c(c2)CCC3)CC(C)O1 (centres undefined) across the screens: 12.2	0.7	-0.7	-3.2	4.0	0.0	-26.9	-0.3	-8.6
# COc1ccc(C/C(N)=N/n2cnnc2)cc1 across the screens: 17.4	0.7	0.1	-0.4	0.0	-1.5	-9.3	0.3	-8.6
# CCOC(=O)c1sc(N)c(C#N)c1CSc1nc2ccc(C)cc2[nH]1 across the screens: 15.9	-0.7	2.8	-0.3	1.1	-1.4	-23.9	-0.8	-5.4

# The listing continues.
SMILES,EP2 mod,TRPML3 ag,S1P4 ag,Ba/F3 V617F tox,BaF3 tox,zfTRPN1 agonist,Calpain2 inh,PERK inhibitor,S1P4 antag
Cc1nn(CC(=O)Nc2sc3c(c2C#N)CCC(C(C)(C)C)C3)c(C)c1[N+](=O)[O-] (centres undefined),44.9,-0.1,-1.3,2.9,7.5,-0.1,-151.4,3.0*,0.0
CCOC(=O)C1(CCCc2ccccc2)CCN(C(=O)c2ocnc2C)CC1,-2.2,-0.1,1.1,1.6,1.4,-0.1,15.2,-0.4,-5.6
O=C(NCc1ccc2c(c1)OCO2)c1cc(-c2ccccc2Cl)on1,-156.1&-21.8,-0.9,-0.6,1.6,5.6,-1.1,29.4,-1.1,1.7
CC1(C)CC(=O)C2=C(C1)OC(N)=C(C#N)C2c1ccoc1 (centres undefined),13.7,-0.1,0.4,1.4,0.5,-0.8,18.3,-0.6,-6.8
CCn1cc(C(=O)N2CC(C)CC(C)C2)c(=O)c2cc(S(=O)(=O)N(C)C)ccc21 (centres undefined),9.9,1.0,-0.9,-1.8,1.7,1.2,16.6,2.0,-9.8
COc1ccc(-c2cc(C(=O)Nc3cccc(C(C)=O)c3)no2)cc1,-5.9,0.5,-0.5,-2.7,2.6,1.2,-43.0,1.6,10.8
CC(C)Sc1nnc(-c2c[nH]c3ccccc23)n1C,-4.0,0.2,1.1,1.3,9.9,0.7,20.2,1.1,-37.5
CCC(Sc1nc2ccsc2c(=O)n1-c1ccc(Cl)c(C)c1)C(=O)NCc1ccco1 (centres undefined),32.0,-0.9,1.6,6.8,3.9,-0.6,2.0,-1.7,-10.6
COc1cccc(-n2c(SCC(=O)Nc3cc(C)on3)nc3ccccc3c2=O)c1,-6.2,-0.1,1.7,4.2,5.5,-0.1,6.9,-0.7,-29.0
CCc1ccc(CNC(=O)C(=O)NCC2CCCO2)cc1 (centres undefined),22.4,-0.5,1.4,2.7,0.3,-0.8,4.5,0.5,-12.4
O=C(Nc1ccccc1C(=O)OCc1nnc(-c2ccccc2)o1)c1ccco1,0.5,0.2,-0.8,-5.2,-0.2,-1.5,1.0,-0.6,-1.4
COc1ccc(C)cc1S(=O)(=O)n1ccnc1C,14.5,1.8,1.1,0.2,0.4,1.4,10.6,0.0,7.8
O=C1CSc2ccc(C(=O)O)cc2N1,18.6,1.1,-1.8,1.6,6.0,2.0,15.7,0.6,-5.7
COCCCN(C(=S)Nc1cc(Cl)cc(Cl)c1)C(C)c1ccncc1 (centres undefined),-11.2,0.6,-0.7,0.5,8.3,1.1,-4.5,1.4,-26.0
CC1(C)Cc2c(sc3ncn4nc(-c5ccco5)nc4c23)CO1,x,0.0,0.5,-1.5,2.6,0.7,x,0.7,-28.0
O=C(NCc1ccncc1)C(=O)NCC(c1ccco1)N1CCN(c2ccccc2)CC1 (centres undefined),-23.1,0.6,-1.0,-5.0,-0.3,-0.6,22.5,1.6,-6.1
CSCC[C@H](NC(=O)CC(C)(C)C)c1nc2ccccc2[nH]1,13.0,0.6,-1.0,-6.1,1.9,-0.1,-13.6,0.4,-4.9
COc1ccc(/C=C/C2=NNC(=O)CC2)cc1,-11.9,0.2,1.6,-1.9,5.6,2.6,-7.2,0.8,-9.3
O=C(c1ccccc1)c1cc(F)c(N2CCOCC2)cc1Cl,-10.5,0.0,0.1,-4.2,2.4,-0.1,22.5,0.0,-8.1
Cc1onc(-c2ccccc2)c1-c1nnc(-c2ccccc2C(F)(F)F)o1,40.7,-0.1,-2.1,-3.1,0.7,-2.3,9.5,0.9,7.3
CS(=O)(=O)N1CCN(c2ccc([N+](=O)[O-])cc2F)CC1,-7.7,0.7,0.3,-3.1,-3.1,0.0,2.0,1.0,-24.3
Cc1ccc(CNC(=O)CCNS(=O)(=O)c2ccc(C)cc2)cc1,26.8,0.1,1.9,2.1,4.9,-0.9,6.8,-0.5,2.2
O=[N+]([O-])c1cc(C(F)(F)F)ccc1Sc1ccc2ccccc2n1,-37.8,-0.6,2.0,-2.4,-0.1,-1.9,2.2,0.1,-4.5
O=S(=O)(Nc1cccc(Cl)c1)c1ccc2oc(=S)[nH]c2c1,21.2,0.7,-1.7,-0.9,7.2,0.1,-1.5,0.8,-5.2
Cc1cc(NC(=O)COC(=O)C2CCN(S(=O)(=O)c3c(Cl)cccc3Cl)CC2)no1,-19.1,-0.1,-2.2,-2.3,3.0,-1.0,17.2,-0.1,-26.2
O=S(=O)(NCCSc1nnc(-c2ccco2)n1-c1ccccc1)c1ccccc1,42.5,-0.2,-1.4,3.3,4.9,-0.6,9.5,-0.8,-19.5
CCN(C(=O)CSc1nnc(NC2CCCCC2)s1)C1CCS(=O)(=O)C1 (centres undefined),16.7,0.2,-3.5,-3.9,0.9,-1.0,-29.6,-0.1,4.5
O=C(c1ccc2c(c1)OCO2)N1CCCc2ccccc21,22.9,-0.5,0.7,7.0,8.3,-0.8,-27.3,0.4,-15.6
Clc1ccc(-n2ncc3c(NCCN4CCOCC4)ncnc32)cc1,-9.9,1.4,-0.9,-3.9,0.9,1.1,-46.3,-0.2,-2.2
CCCS(=O)(=O)N1CCN(C(=O)c2cccnc2)CC1,24.8,0.6,-0.6,1.6,8.9,1.9,7.4,1.4,-3.6
COCCNC(=O)Cn1cnc([N+](=O)[O-])n1,-7.2,1.1,-0.3,4.8,1.5,1.0,20.5,1.4,-59.2
Cc1cc(SCC(=O)N(C)CC(=O)Nc2ccc(F)cc2)nc2ccccc12,0.3,0.8,2.6,-2.2,4.6,-2.4,0.4,-0.1,-10.2
O=C1C=C(NC(=O)Nc2ccc(Cl)c(Cl)c2)CCC1,-61.4,1.2,0.2,2.3,3.3,3.4,19.7,-0.5,-18.2
N#C/C(=C\C=C\c1ccccc1[N+](=O)[O-])C(=O)NC1CCCCC1,-18.8,0.4,0.3,0.1,0.4,0.1,-22.4,0.5,-10.0
CC(C)Oc1cccc(-c2cc(C(=O)N3CCN(c4ncccn4)CC3)c3ccccc3n2)c1,11.9,-0.6,-1.3,-3.7,1.4,0.7,-6.0,-1.6,19.7
O=C(O)CC1C(=O)NCCN1Cc1cccs1 (centres undefined),28.1,0.7,0.4,-1.2,2.5,0.7,-8.2,1.5,-7.7
COc1cc2c(cc1OC)C(C(=O)NC1CC1)C1c3ccccc3CCN1C2=O (centres undefined),x,0.8,0.7,0.2,2.7,0.6,x,-0.7,0.8
COc1ccc(/C=C/C(=O)NC(=S)N2CCN(c3ccccc3OC)CC2)cc1,-54.1,-0.4,0.5,6.3,1.7,-0.9,17.6,-0.2,-8.5
COc1ccc(Br)cc1CN1CCCC(C(=O)N2CCCCCC2)C1 (centres undefined),-6.9,0.5,1.9,2.7,4.9,0.8,11.9,-0.4,1.4
COC(=O)c1sc(SC)c2c1CC(C)(C)C/C2=N/O,40.8,-0.7,1.6,-2.8,3.4,-2.1,2.1,0.4,12.2
C=CCn1c(=O)c2c3c(sc2n2c(Nc4ccc(OC)cc4)nnc12)CCCC3,74.9*,-1.1,2.1,-2.7,2.5,0.1,15.9,-1.5,-7.4
